From PubChem BioAssay
zfTRPN1 agonist: zebrafish TRPN1 channel agonists, primary screen, cell-based, HEK293, calcium fluorescence | transient receptor potential cation channel N1 (TRPN1/NompC), Danio rerio | HEK293 zebrafish TRPN1-YFP, Fluo-8 calcium fluorescence; 100% = response to 87 µM carbachol | activation, % at 3 µM | hit rate 0.18% among 220,000;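 active means activation above its plate's cutoff, the mean activation of test wells on that plate plus 3 SD, cut at about 19% in these data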;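 further: 0% = DMSO alone and 100% = 87 µM carbachol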
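Assay system: Zebrafish TRPN1-YFP in HEK293 cells | Incubation: Dye loading 1 h at 37 °C, then 30 min room temperature | Measured by: Kinetic Fluo-8 fluorescence, ex 470-495, em 515-575 nm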
CHOP inhibitor: inhibitors of CHOP promoter induction, primary screen, cell-based, unfolded protein response, luciferase reporter | CHO-K1 CHOP-promoter luciferase, tunicamycin-induced, 15-18 h | inhibition, % at 10 µM | hit rate 3.8% among 220,000 | AID 2732, 2010;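 active means compounds that reduced the stress-induced luciferase reporter signal by more than about 70% of percent inhibition, limit read from the data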;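 further: 0% = tunicamycin plus vehicle and 100% = wells without tunicamycin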
PPC-1+TRAIL kill: compounds killing PPC-1 cancer cells with TRAIL present, primary screen, TRAIL potentiator project, ATPLite luminescence, uHTS; AID 1443, 2008; hit rate 0.41% among 220,000; cell killing (% activity), % at 4 µM; PPC-1 cells + TRAIL, ATPLite viability luminescence;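 active means cell killing above 50% in the first pass at 4 µM, then a duplicate retest at 5 µM averaging 50% or more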;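 further: plate controls were cells with TRAIL plus DMSO for no effect and medium-only wells lacking cells for full effect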
NPY Y1 blocker: NPY-Y1 receptor antagonists, primary screen, cell-based | HEK293-CNG Y1 cells, membrane potential fluorescence; NPY at EC95, then isoproterenol | inhibition, % at 3.6 µM | hit rate 1% among 200,000 | AID 1040, 2008;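 active means inhibition above the campaign mean inhibition of all tested compounds plus 3 SD, cut at about 20% in these data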;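 further: 0% = DMSO wells given NPY plus isoproterenol and 100% = isoproterenol alone without NPY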
Target sequence (P25929 whole entry, looked up): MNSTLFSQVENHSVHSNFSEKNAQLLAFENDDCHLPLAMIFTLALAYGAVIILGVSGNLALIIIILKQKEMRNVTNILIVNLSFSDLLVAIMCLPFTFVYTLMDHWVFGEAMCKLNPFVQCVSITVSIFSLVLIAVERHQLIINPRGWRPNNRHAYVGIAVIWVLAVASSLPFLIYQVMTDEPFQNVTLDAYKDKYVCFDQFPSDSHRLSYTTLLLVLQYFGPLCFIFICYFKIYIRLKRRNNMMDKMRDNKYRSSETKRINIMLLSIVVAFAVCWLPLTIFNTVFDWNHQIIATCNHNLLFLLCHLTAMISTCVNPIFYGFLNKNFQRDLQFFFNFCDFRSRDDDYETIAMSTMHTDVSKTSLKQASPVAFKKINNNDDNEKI
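Assay system: HEK293 cells with Y1 receptor plus CNG channel | Probe or stimulus: NPY (25 nM), isoproterenol (1 µM), Ro 20-1724 (25 µM) | Timing: Compound incubation 1 h at room temperature, readout 45 min post-stimulation | Measured by: Membrane-potential fluorescent dye readout | Benchmarks: High control isoproterenol alone, low control NPY with isoproterenol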
EP2 antag: human EP2 receptor antagonists, primary screen, TR-FRET cAMP, C6 glioma cells | Prostaglandin E2 receptor EP2 subtype (Homo sapiens), P43116 | C6 glioma cells expressing human EP2; cells stimulated with saturating PGE2 | inhibition, % at 25 µM | hit rate 0.52% among 260,000 | AID 1422, 2008;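 active means percent inhibition above 40 after rounding to a whole number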;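 further: rat C6 glioma host cells with rolipram phosphodiesterase inhibitor present; the protocol text gives 20 µM as final concentration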
Target sequence (P43116 whole entry, looked up): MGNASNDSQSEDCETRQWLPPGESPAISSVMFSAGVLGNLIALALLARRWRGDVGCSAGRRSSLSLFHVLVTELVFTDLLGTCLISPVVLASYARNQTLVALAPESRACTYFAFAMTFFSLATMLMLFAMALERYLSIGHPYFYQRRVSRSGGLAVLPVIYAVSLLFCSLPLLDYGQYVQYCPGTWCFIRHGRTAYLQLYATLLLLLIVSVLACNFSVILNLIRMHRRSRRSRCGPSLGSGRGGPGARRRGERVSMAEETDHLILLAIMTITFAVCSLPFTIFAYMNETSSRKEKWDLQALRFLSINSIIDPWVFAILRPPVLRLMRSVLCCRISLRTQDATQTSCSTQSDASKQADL
TRPML3 ag: human TRPML3 channel agonists, primary screen, cell-based, HEK293 TRPML3-YFP, Fluo-8 calcium fluorescence, 3 µM; 100% = the carbachol control signal; activation, % at 3 µM; hit rate 0.29% among 220,000;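 active means activation above its plate's cutoff, the mean activation of the plate's test wells plus 3 SD, cut at about 12% in these data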;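 further: 0% = DMSO only wells and 100% = carbachol wells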
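Test system – HEK293 line with stable expression of human TRPML3-YFP channel · Control set – carbachol 87 µM final as high control (100%), DMSO as low control (0%) · Signal – Fluo-8 calcium dye fluorescence, ex 470-495, em 515-575 nm · Incubation – 1-h 37 °C dye load, 5-s basal, 120-s post-compound reads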
EP2 mod: EP2 receptor modulators, cAMP readout, primary screen, cell-based, HTRF cAMP, PGE2 stimulation | Prostaglandin E2 receptor EP2 subtype (Homo sapiens), P43116 | EP2-expressing cells, cAMP HTRF FRET, PGE2 co-stimulation | induction, % at 25 µM | hit rate 0.83% among 260,000;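 active means compounds whose cAMP rise, as percent of the full-agonist control response, exceeds 60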;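 further: rat C6 glioma line stably carrying human EP2 under a CMV promoter; the protocol text gives 20 µM as final concentration; 100% = response of wells given 1 µM PGE2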
NPY1 pot ag: NPY-Y1 receptor potentiators or agonists, primary screen, cell-based; AID 1304, 2008; NPY-Y1 expressing cells, potentiator/agonist activation; Neuropeptide Y receptor type 1 (Homo sapiens), P25929; hit rate 0.37% among 220,000; activation, % at 3.6 µM; in the data active means activation above about 33%, passing the limit was not always enough;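 further: cells stimulated with NPY at EC10 then isoproterenol at EC100; 0% = low agonist plus stimulus and 100% = saturating agonist plus stimulus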
14-3-3 Bad PPI: inhibitors of 14-3-3 zeta/Bad binding, primary screen, biochemical, TR-FRET, bovine 14-3-3 zeta. 14-3-3 protein zeta/delta (Bos taurus), P63103. TR-FRET 14-3-3zeta/Dy647-pBad peptide displacement, 1 h. inhibition, % at 21.7 µM. hit rate 0.71% among 220,000;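 active means inhibition above about 70%, limit read from the data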;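 further: 0% = full 14-3-3 plus peptide FRET controls and 100% = background without 14-3-3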
Target sequence (P63103 whole entry, looked up): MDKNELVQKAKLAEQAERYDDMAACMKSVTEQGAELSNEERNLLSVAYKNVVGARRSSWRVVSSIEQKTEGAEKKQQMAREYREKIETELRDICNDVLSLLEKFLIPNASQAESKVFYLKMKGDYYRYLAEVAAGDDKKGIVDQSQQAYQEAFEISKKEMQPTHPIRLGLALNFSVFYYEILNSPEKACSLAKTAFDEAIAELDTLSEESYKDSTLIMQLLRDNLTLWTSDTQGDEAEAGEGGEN
Active calls of the source: *; · = no result given; & = joins results of further samples; [ ] = remark or other dose. The list is partial; count on the stated rates, not on these rows.

Compound	zfTRPN1 agonist	CHOP inhibitor	PPC-1+TRAIL kill	NPY Y1 blocker	EP2 antag	TRPML3 ag	EP2 mod	NPY1 pot ag	14-3-3 Bad PPI
O=C(CNC(=O)c1ccccc1)OCC(=O)N1c2ccccc2Sc2ccccc21	-0.9	34	12	-3	4	1.4	22	4	-8[fluorescence artefact?]
CSc1nc(C)cc(OCCNS(=O)(=O)c2cc(C)ccc2C)n1	1.1	17	8	2	8	0.7	4	15	-2
O=C(CCNS(=O)(=O)c1cccc2nsnc12)Nc1ccc2c(c1)OCCO2	1.0	24	-14	-1	8	0.4	-4	-9	-4
Cc1c(Cl)c([N+](=O)[O-])nn1Cc1ccc(C(=O)N/N=C\c2cccc(Br)c2)o1	0.1	14	1	-2	5	0.6	-26	-10	4[fluorescence artefact?]
O=C(CCC1CCCN(C(=O)c2ccc3c(c2)OCCO3)C1)NCc1ccccc1F (configuration not stated)	-0.1	-9	14	-2	2	0.5	-1	3	2
C=C(C)C(=O)Nc1cccc(C2=NOC3(C2)C[C@H](C(N)=O)N(C(=O)CC)C3)c1 (some centres not stated)	·	12	14	·	15	·	-4	·	28
Cn1c(=O)[nH]c(=O)c2c1nc(NCc1ccccc1)n2CC(O)c1ccccc1 (configuration not stated)	0.1	15	6	1	9	-0.2	21	-9	0[fluorescence artefact?]
Cc1ccc(N2CC(C(=O)Oc3cccc(N4C(=O)CCC4=O)c3)CC2=O)cc1 (configuration not stated)	1.9	9	5	3	6	0.7	6	-5	1
Cc1ccc(N=c2oc3cc(O)ccc3cc2C(N)=O)cc1	-0.8	65	40	1	11	1.2	30	12	-15
O=C(Nc1ccc(S(=O)(=O)Nc2ccc(Cl)cc2)cc1)C1CCCO1 (configuration not stated)	3.9	18	22	-13	12	3.3	-19	7	-10
CCOc1ccccc1NC(=O)Cc1coc2cc(C)ccc12	-1.0	32	11	4	2	-0.4	36	0	6
CCOc1ncccc1C(=O)Nc1nc(SC)ns1	-0.5	15	-18	0	4	0.4	34	-12	-1
CCn1c(SCC(=O)c2ccccc2)nnc1-c1cccs1	1.3	-20	18	-2	9	0.4	12	8	0
Cn1c(SCc2ccccc2)nnc1-c1ccncc1	0.8	-13	6	-1	6	1.0	24	-7	-13[fluorescence artefact?]
COc1cc(C2NC(=S)NC(C)=C2C(=O)Nc2cc(C)cc(C)c2)ccc1O (configuration not stated)	0.5	0	-3	·	6	0.3	-11	-2	-2
COc1ccc(-c2nc(S(=O)(=O)c3ccc(C)cc3)c(N3CCCC3)o2)cc1	0.2	-66	12	-2	10	-0.5	2	7	-2[fluorescence artefact?]
COc1ccc(C2NC(=O)CS2)cc1OC (configuration not stated)	0.6	33	-3	0	6	-1.2	27	2	3
CCc1ccc(OCC(=O)N/N=C(\C)c2ccc3c(c2)OCCO3)cc1	1.0	38	5	4	2	-0.5	-12	-43	-5[fluorescence artefact?]
COc1ccc(CNC(=O)CN2CCC(n3nnc4cc(F)ccc43)CC2)cc1	1.1	8	3	4	9	0.4	-52	-1	-8
CCc1nc(N)c(C#N)c(-c2ccccc2OC)c1C	-0.2	7	14	-5	14&4	-0.8	-62&24	2	9
Cc1ccc(Cl)cc1N1CCN(S(=O)(=O)c2ccc3[nH]c(=O)c(=O)[nH]c3c2)CC1	0.3	-4	0	2	10	-0.1	8	-7	-2
CC(C)C[C@H](CO)Nc1nc(N(C)c2cccc(Cl)c2)c2ncn(C(C)C)c2n1	·	22	3	·	4	·	9	·	2
Cc1cccc(-c2n[nH]c([N+](=O)[O-])n2)c1	-0.2	3	-4	4	8	-0.6	9	1	12[fluorescence artefact?]
O=C(CCSCc1cccc(Cl)c1)NCCc1ccc(Cl)cc1	-0.5	38	16	9	6	0.4	-9	-4	-2
CC(=O)N(C(C)=O)N1C(=O)/C(=C/c2ccc(Cl)cc2)SC1=S	-0.1	91*	12	2	10	0.8	-5	-28	-7
CCC(C)(C)c1nnc(NC(=O)c2cccc([N+](=O)[O-])c2)s1	2.2	22	4	5	5	0.5	-8	0	6
COc1ccc(NC(=O)C2CCC(CNc3c(N4CCOCC4)c(=O)c3=O)CC2)cc1Cl (configuration not stated)	0.4	-8	-1	·	9	0.6	1	14	2
CC(=C/c1ccccc1)/C=N/n1c(-c2ccncc2)n[nH]c1=S	0.7	49	10	3	5	0.4	28	-6	-6
C=CCNC(=O)COc1c(C)ccc(C)c1C	-1.5	12	11	1	5	-0.1	-1	-1	-2
CC1(C)C=C(c2ccc(C=O)s2)CC(C)(C)N1	0.3	31	-11	8	13	-0.2	-7	17	·
Cc1c(Cl)cccc1NC(=O)NCc1ccc(F)cc1	-0.3	33	-4	4	7	0.2	21	5	-19
Clc1c(-c2nnc3n2CCCCC3)sc2ccccc12	-1.1	58	15	-5	14	-0.8	7	25	8
COC(=O)N/N=C/c1cc(N=Nc2ccccc2Cl)ccc1O	2.2	49	8	·	9	-0.3	-12	-3	16
Cc1cc(C(=O)N/N=C/c2ccc[nH]2)n[nH]1	0.3	-25	-34	3	12	0.1	12	8	-7
O=C(N/N=C/c1cc(Br)c(Br)o1)c1cccnc1	0.4	-38	-16	3	3	0.4	16	-8	-2
Cc1cccc(/C=C/C(=O)c2ccc(N3CCOCC3)cc2)c1	2.6	45	-7	11	17	1.0	-41	-13	6
Cc1ccc(N2CN(Cc3ccco3)CNC2=S)c(C)c1	-1.3	22	28	-2	6	0.3	8	13	-9
COc1ccc(-c2ccc(SCC(=O)c3cccs3)nn2)cc1OC	2.6	-9	5	3	8	0.5	-63	-8	-6
COc1ccc(/C=c2\s/c(=C/C(=O)c3ccc(C)cc3)[nH]c2=O)c(OC)c1	2.2	18	17	8	5	1.7	-11	-21	-6
CC(C)[C@H](Nc1ccc(C(F)(F)F)cc1[N+](=O)[O-])C(=O)O	2.5	-25	-2	·	5	0.5	-17	-16	-5
CC(=O)c1ccc(NC(=O)CCc2c(C)nc3ncnn3c2C)cc1	-0.3	-9	7	-6	11	0.9	-6	-14	-11
Cc1cccc(OCC(=O)O/N=C(\N)Cc2ccc(Cl)cc2)c1	-0.8	28	13	16	10	0.2	9	-29	5
CCOc1ccc(NS(=O)(=O)c2ccc3[nH]c(=O)oc3c2)cc1	1.1	37	15	3	9	1.2	-21	3	-3
Cc1noc(C)c1C(=O)OCC(=O)/C=C1\N(C)c2ccccc2C1(C)C	2.5	16	-6	3	13	0.7	-25	-2	1
Cc1cccc(C)c1NC(=O)CN1CCNCC1	-0.6	87*	26	13	11	1.0	4	0	-3
CCOc1ccc(/C=C(\C#N)C(=O)NCC2CCCO2)cc1OCC (configuration not stated)	0.9	-13	5	0	11	0.0	16	-9	-3
Cn1nnc(NC(=O)c2cccs2)n1	0.8	11	-8	5	7	0.5	6	2	22
O=C(OC(C(=O)NCc1ccc2c(c1)OCO2)c1ccccc1F)c1ccco1 (configuration not stated)	-1.2	36	0	-1	14	-0.7	-11	-1	-3
CCOC(=O)c1c(C)nn(-c2ccc(NC(=O)CSCC(=O)O)cc2)c1C	0.2	3	-21	·	10	0.1	0	-5	-5
O=C(Nc1ccccc1)c1cccnc1Nc1ccccc1	-1.5	-1	16	-1	11	0.4	6	1	4[fluorescence artefact?]
Cc1c(C(=O)OCc2ccccc2)nnn1-c1nonc1N	-0.5	66	-6	0	10	0.3	39	-2	6
CCOc1cc(N2CCOCC2)c(OCC)cc1NC1=NCCCCC1	0.1	-4	5	4	6	0.2	6	6	-6
O=C(CSc1ccc(-c2ccncc2)nn1)N1CCN(c2ccccc2)CC1	2.2	4	16	1	2	1.7	-50	9	-11
COC(=O)c1ccc(-c2sc3nc(N4CCOCC4)c4c(c3c2N)CCCC4)o1	1.9	-6	3	5	14	0.2	-31	11	·
CCOc1ccc(NC(=O)C(Cc2ccccc2)NC(=O)C2CCCCC2)cc1 (configuration not stated)	-0.8	30	4	3	2	0.1	21	0	3
COc1ccccc1CNC(=O)CCCc1ccccc1	-0.8	1	12	6	9	-0.7	-11	-11	-1
CCCCC(=O)Nc1cc(NC(=O)CC)ccc1Cl	-1.1	-10	21	-2	18	-0.1	21	0	-3
CC1=C(C(=O)Nc2ccccc2)C(c2cccs2)NC(=O)N1 (configuration not stated)	0.3	9	6	4	2	0.7	25	5	-5
O=c1[nH]c(=O)n(C2CCCCCC2)c(O)c1C=NCc1ccc(F)cc1	-1.2	107*	-4	0	8	-0.9	25	3	6
CCO/C=N/c1c(C#N)c(CC#N)nn1-c1ccccc1	0.1	-6	10	0	4	0.6	9	-15	-5

(more compounds)
Compound	zfTRPN1 agonist	CHOP inhibitor	PPC-1+TRAIL kill	NPY Y1 blocker	EP2 antag	TRPML3 ag	EP2 mod	NPY1 pot ag	14-3-3 Bad PPI
CN(C)S(=O)(=O)c1ccc(Cl)c(NC(=O)COC(=O)CNC(=O)c2ccco2)c1	-0.9	12	9	-5	6	0.1	13	-7	1
CCN(CC(=O)NC(C)C)C(=O)[C@@H](NC(=O)c1ccco1)C(C)C	1.8	19	13	1	8	0.8	16	-8	-11
O=C(COC(=O)c1ccc(-c2ccc([N+](=O)[O-])cc2)o1)NC(=O)NC12CC3CC(CC(C3)C1)C2	-0.8	26	8	-6	5	0.8	24	7	-25[fluorescence artefact?]
O=[N+]([O-])c1ccccc1/C=N/N1CCN(c2ccccn2)CC1	1.3	9	-5	3	6	1.2	21	9	-9
COCCCn1c(SCC(=O)Nc2ccc(C(C)=O)cc2)nc2ccccc2c1=O	0.9	15	-8	-11	8	1.3	28	16	-2
Clc1cccc(Cl)c1CSc1nnc(/C=C/c2ccccc2)o1	1.5	53	4	23*	·	0.8	-14	-40	-1
